# Bioassay records: PubChem, National Center for Advancing Translational Sciences (NCATS)
# A549 tox: kills or reduces viability of A549 cells in Nrf2 counter-screen; A549 ARE-Fluc cells, CellTiter-Fluor viability, 18-24 h; 390,000 tested, 0.16% active; Potency, µM (highest dose often 46 µM), for the others: at the top dose activity change, negative = cytotoxicity, hits mostly inhibitors; note: % is set by controls: 0 for no effect and ±100 for the full control effect
#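 A549 ARE_Fluc cells in 5% FBS OPTI-MEM were exposed to compounds in concentration-response for 18-24 h at 37 deg C. Viability was read by CellTiter-Fluor fluorescence (Ex 405/Em 525) after 30 min, before the luciferase read.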
# S2 tox: reduces viability in counter-screen for ATXN expression inhibitors; S2 cells (HEK-293 line with an ATXN2-luciferase reporter) viability, CellTiter-Fluor protease fluorescence, 24 h; Potency, µM (top dose mostly 56.7 µM), actives largely listed as cytotoxic; 400,000 tested, 0.49% active; AID 651635; note: nearly all actives have a fitted effect of over 40% in size
# EPAC2 antag: blocks human EPAC2 exchange factor | EPAC2 GEF exchange of Rap1B-BODIPY-GDP, fluorescence | Potency, µM (series often up to 114 µM), for the others: at the highest dose activity, negative = inhibition, hits mostly inhibitors | 360,000 tested, 0.18% active; note: % is set by controls: 0 for no effect and ±100 for the full control effect; nearly all actives have a fitted effect of over 45% in size; many of its hits are not listed in these tables
# Target sequence (Q8WZA2 whole entry, looked up): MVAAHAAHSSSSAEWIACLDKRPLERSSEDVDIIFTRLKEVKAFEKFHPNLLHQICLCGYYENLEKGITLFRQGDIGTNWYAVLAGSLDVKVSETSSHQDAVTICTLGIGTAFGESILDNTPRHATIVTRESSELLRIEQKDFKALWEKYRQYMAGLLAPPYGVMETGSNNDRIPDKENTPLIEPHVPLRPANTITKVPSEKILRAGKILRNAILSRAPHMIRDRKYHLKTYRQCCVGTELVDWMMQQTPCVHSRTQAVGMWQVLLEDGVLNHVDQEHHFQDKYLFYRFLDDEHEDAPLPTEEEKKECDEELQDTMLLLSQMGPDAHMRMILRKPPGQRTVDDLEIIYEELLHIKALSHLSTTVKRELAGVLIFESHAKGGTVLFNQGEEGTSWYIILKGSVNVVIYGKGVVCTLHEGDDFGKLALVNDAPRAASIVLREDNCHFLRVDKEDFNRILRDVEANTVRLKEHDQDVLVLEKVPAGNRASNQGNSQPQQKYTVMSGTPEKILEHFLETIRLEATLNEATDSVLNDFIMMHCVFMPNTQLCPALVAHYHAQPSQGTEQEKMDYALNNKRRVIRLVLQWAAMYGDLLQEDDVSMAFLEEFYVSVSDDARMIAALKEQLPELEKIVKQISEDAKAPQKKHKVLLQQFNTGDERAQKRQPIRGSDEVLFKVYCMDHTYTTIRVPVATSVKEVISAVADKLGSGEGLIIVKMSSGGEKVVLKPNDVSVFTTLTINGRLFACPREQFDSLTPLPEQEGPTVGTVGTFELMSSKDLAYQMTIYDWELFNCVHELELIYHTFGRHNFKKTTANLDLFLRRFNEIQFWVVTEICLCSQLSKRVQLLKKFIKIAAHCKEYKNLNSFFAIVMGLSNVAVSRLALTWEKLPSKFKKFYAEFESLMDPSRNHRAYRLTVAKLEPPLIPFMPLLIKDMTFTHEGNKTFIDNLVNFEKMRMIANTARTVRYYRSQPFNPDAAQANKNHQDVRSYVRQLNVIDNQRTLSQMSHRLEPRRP
# Nrf2 block: inhibitors of Nrf2 signaling | A549 ARE-Fluc reporter, luciferase luminescence, 18-24 h | Potency, µM (top dose mostly 46 µM), without a hit: at the top dose activity change, negative = inhibition, hits mostly inhibitors | 360,000 tested, 2.1% active; note: % is set by controls: 0 for no effect and ±100 for the full control effect; nearly all actives have a fitted effect of over 60% in size
#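 Nrf2 activity is the BugLite luminescence, read 15 min after reagent at room temperature, following CellTiter-Fluor cytotoxicity readout (30 min, 37C). Compound titrations were applied for 18-24 h to 5000 A549 ARE_Fluc cells/well in 5% FBS OPTI-MEM.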
# TGFb inhibitor: TGF-b pathway inhibition. HepG2 CAGA-GFP TGF-b/SMAD3 reporter, GFP fluorescence, 18 h; TGF-beta stimulated, 500 pg/mL final. AID 588855. 410,000 tested, 1.2% active. Potency, µM (series often up to 46.1 µM), inactives show top-dose activity, negative = inhibition, most hits filed as inhibitors; note: % is set by controls: 0 for no effect and ±100 for the full control effect; nearly all actives have a fitted effect of over 65% in size
#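 HEPG2 CAGA-GFP reporter cells (1000/well, DMEM with 1% FBS) received compounds, then recombinant TGF-beta at 500 pg/mL final for 18 hours at 37 degrees C. Per-cell GFP summed per well was normalised to unstimulated and stimulated DMSO controls before curve fitting.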
# ATXN2 expr inh: ATXN2 expression inhibition; HEK-293 ATXN2-luciferase reporter, luminescence, 24 h; Potency, µM (titrated, usually from 57 µM), for inactives: top-dose activity change, negative = inhibition, most hits filed as inhibitors; 360,000 tested, 0.72% active; note: % is set by controls: 0 for no effect and ±100 for the full control effect; nearly all actives have a fitted effect of over 55% in size
#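 qHTS (up to 57 uM final) was run with 24 h compound exposure of reporter cells at 37 °C. Each well was multiplexed: SteadyGlo luminescence measured ATXN2-luciferase expression after a fluorogenic Gly-Phe-AFC viability readout (25 uM final).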
# Nrf2 ARE act: activators of Nrf2 (ARE) signaling; AREc32 ARE-luciferase reporter (MCF7-derived line), luminescence, 24 h; Potency, µM (doses to about 46.1 µM), without a hit: at the highest dose activation, actives largely listed as activators; 410,000 tested, 0.31% active; AID 624171; note: % of control where 0% means no effect; nearly all actives have a fitted effect of over 65% in size
#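 Luciferase luminescence (Steady-Glo, 30 min at room temperature) served as the read-out of ARE activation in AREc32 cells treated with compounds for 24 hr at 37 deg C.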
# HepG2 viability: counter-screen for TGF-b inhibitors: cytotoxicity in HepG2 cells | HepG2 CAGA-GFP viability, ATP luminescence, 18 h | Potency, µM (highest dose often 46.1 µM), without a hit: top-dose activity change, negative = cytotoxicity, hits mostly cytotoxic | 410,000 tested, 0.76% active; note: some results filed as inactive show a strong effect at the top dose
#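 CellTiter-Glo luminescence gave cytotoxicity after 18 hours at 37 degrees C. The cells were HepG2 CAGA-GFP in 1% FBS DMEM, stimulated with 500 pg/mL TGF-beta after compound addition. %Activity was normalised to no-cell wells (complete cell-killing) and DMSO (no toxicity), and curves were fitted and classified.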
# MCF10A rerep: inducers of DNA re-replication in MCF 10A breast cells | Potency, µM (series often up to 46.1 µM), for inactives: at the top dose activity, positive = re-replication, usual class: activators | 350,000 tested, 2.9% active | AID 624296 | MCF 10A DNA re-replication, Hoechst nuclear intensity, 48 h; note: % of control where 0% means no effect; nearly all actives have a fitted effect of over 50% in size
# Starred values were filed as active, the others as inactive; i = inactive; ? = inconclusive; . = not tested or not shown; & = joins results of further samples; ! = a repeat was not active; [ ] = dose if it differs, or a comment. Calls come from the whole dose curve; as a rule, active = well fitted curve in the direction sought with a large enough effect; inconclusive = small, poorly fitted or top-dose-only effect, or another doubt; inactive = no such curve, though single readings can be large; an effect the other way counts as inactive or inconclusive. Potency is the fitted concentration of half-maximal effect. These rows are one share of the data; rates above refer to the full screens.
# Sequence of screens: A549 tox	S2 tox	EPAC2 antag	Nrf2 block	TGFb inhibitor	ATXN2 expr inh	Nrf2 ARE act	HepG2 viability	MCF10A rerep
Cc1cc(C(C)(C)C)cc(S(=O)(=O)NCCc2ccncc2)c1C
    19.2%	i	-10.1%	4.2%	-2.0%	.	0.1%	-30.3%	-1.4%
CCCn1c(SCC(=O)N2CCCCC2)nnc1-c1ccco1
    -0.9%	i	-2.7%	15.1%	-5.1%	8.9%	-0.6%	0.9%	?
COc1ccc(C)cc1S(=O)(=O)NCc1ccccn1
    .	?	-17.3%	.	2.4%	.	0.4%	3.8%	.
CC(=O)Nc1ccc(NC(=O)C(C)OC(=O)CNC(=O)c2ccc(-c3ccccc3)cc2)cc1 (configuration not stated)
    -1.6%	?	14.7%	14.9%	0.0%	7.6%	0.0%	5.9%	8.2%
CN(CCCNC(=O)c1cc2c(Cl)nc3ccccc3c2s1)Cc1ccccc1
    ?	?	6.6%	?	?	?	9.9%&26.0%	15.8µM*!	?
C#CCCc1cocc1/C=[N+](\[O-])c1ccc(C(=O)OCC)cc1
    3.2%	i	4.2%	?	15.3%	8.9%	0.1%	10.9%	-3.8%
Nc1nc(Cl)cc(N2CCCC2)n1
    -2.2%	i	11.6%	?	4.1%	-17.5%	-1.0%	-2.5%	7.9%
COc1ccc(N(Cc2cc(=O)[nH]c3ccccc23)C(=O)C(C)C)cc1
    0.0%	i	-12.1%	-7.6%	7.5%	.	4.4%	-5.1%	-1.2%
CC(=O)c1ccc(S(=O)(=O)N(C)CC(=O)Nc2cccc(S(=O)(=O)N3CCCC3)c2)cc1
    2.2%	i	-17.6%	-22.7%	-20.9%	-4.4%	2.5%	-11.4%	18.4%
COc1ccc(NC(=O)COc2cc(C)cc(C)c2)cc1S(=O)(=O)N1CCCCC1
    -25.7%	i	-2.6%	?	-24.5%	-25.6%	0.9%	5.8%	20.6µM*
COc1ccccc1CN1C(=S)SC(C)(C)C1NO (configuration not stated)
    11.5%	i	-1.5%	0.0%	2.5%	-3.1%	0.3%	-15.5%	?
CC(=O)CC(CC(=O)NC1CCCCC1)c1ccccc1 (configuration not stated)
    1.5%	i	6.8%	-2.0%	0.0%	3.0%	-1.1%	-21.1%	0.1%
C/C(=N\O)C(=O)NCc1ccncc1
    -1.0%	i	10.8%	-2.7%	21.2%	2.3%	0.2%	4.9%	-8.7%
N#Cc1nc(COc2ccc(Cl)cc2)oc1N1CCCC1
    23.6%	i	-0.7%	-29.1%	-10.8%	-18.5%	-1.0%	-10.7%	?
Cc1cccc(NC(=O)/C(=C\c2ccco2)NC(=O)c2ccccc2)c1
    -11.2%	.	6.9%	5.9%	0.0%	.	0.3%	-12.5%	4.9%
Cc1ccccc1COc1ccc(/C=C(\C#N)C(N)=O)cc1
    -1.6%	i	-5.2%	?	-1.1%	-12.4%	4.9%	-28.8%	-0.4%
Cc1c(C(=O)Nc2cccc(C(F)(F)F)c2)sc2nc[nH]c(=O)c12
    -5.9%	.	.	.	?	.	3.8%	-32.7%	.
COc1ccccc1/C=C/C1(C(=O)NC2CCCC2)CC(=O)N1c1ccc(F)cc1 (configuration not stated)
    ?	.	-17.3%	-32.7%	?	17.8µM*	-0.5%	-27.0%	?
Cc1ccccc1N(CC(=O)N1CCCCCC1)S(C)(=O)=O
    -0.3%	i	-5.1%	-0.9%	-0.8%	-8.6%	0.0%	-0.2%	-0.1%
CN1C(=O)CSC1=NCC12CC3CC(CC(C3)C1)C2
    3.1%	i	-4.6%	-16.6%	?	-34.9%	-0.2%	-2.3%	8.2%
COc1ccc(Br)cc1/C=N/NC(=O)c1ccc2nc[nH]c2c1
    -0.2%	i	-3.4%	-21.7%	3.4%	10.1%	0.2%	-11.5%	3.3%
Cc1nn(CC(=O)NCCc2ccco2)c(=O)c2nn(-c3ccccc3)c(C)c12
    10.5%	i	13.2%	1.0%	36.2%[activator]	.	2.1%	52.0%	-1.6%
CC(=O)N1CCN=C1SCc1cccc(Cl)c1
    2.8%	i	6.1%	3.1%	-1.4%	.	2.0%	-8.1%	-8.0%
CC(=O)CCC1CC(c2ccc(Cl)cc2)=NO1 (configuration not stated)
    -7.6%	i	-5.2%	-18.4%	5.9%	2.1%	0.4%	-5.4%	-1.2%
COCCN(Cc1ccccc1)C(=O)Cc1ccc(OC)c(S(=O)(=O)N2CCOCC2)c1
    -1.0%	i	20.1%	21.6%	0.5%	11.0%	-0.1%	0.0%	-3.6%
CCC(C(=O)Nc1ncccn1)(C(F)(F)F)C(F)(F)F
    -12.7%	i	-4.3%	-12.4%	-5.7%	-2.5%	-1.2%	-20.8%	-5.3%
CC(C)OCCCNC(=O)c1cc(S(=O)(=O)N2CCc3ccccc32)cn1C
    -7.8%	i	11.0%	-11.4%	-0.6%	-2.5%	0.5%	-20.1%	-1.2%
CC(=O)N(C)C1(c2nnnn2CCOC(=O)Nc2ccc(Cl)cc2)CCCCC1
    -4.0%	i	3.1%	-8.7%	-32.5%	-3.6%	0.0%	0.8%	-1.8%
O=c1[nH]c2cc3c(cc2cc1CN(Cc1ccccc1)Cc1nnnn1Cc1ccco1)OCCO3
    -6.5%	i	-4.3%	-21.9%	-28.1%	-11.0%	3.1%	-36.8%	-7.0%
O=C(COC(=O)/C=C/c1ccc(F)cc1)Nc1ccccc1-c1ccccc1
    1.7%	i	0.4%	9.9%	-6.8%	-18.7%[11.3 µM]	0.0%	6.0%	-1.5%
CC1CC(C)CN(C(=O)CSCC(=O)O)C1 (configuration not stated)
    -1.9%	i	12.8%	10.7%	1.8%	-6.5%	0.2%	1.5%	0.6%
COc1ccc(Cl)cc1C(=O)NCc1ccc2c(c1)OCO2
    19.8%	i	-19.7%	6.0%	4.0%	-3.4%	-0.7%	5.0%	-3.8%
NS(=O)(=O)c1cccc(NC(=O)COC(=O)Cn2cc(C(F)(F)F)ccc2=O)c1
    -5.2%	i	-4.5%	-3.1%	18.4%	.	-0.4%	-6.3%	-5.9%
CCN(CC)C(=O)c1cccc(-c2csc(C(O)c3ccc(OC)cc3)n2)c1 (configuration not stated)
    .	i	10.7%	.	-4.5%	?	1.1%	-2.5%	.
CCC(=O)NC(c1ccc(OC)cc1)c1cc(Cl)c2cccnc2c1O (configuration not stated)
    -9.9%	i	?	25.9µM*	7.94µM*	?	-1.2%	-31.9%&-12.8%	11.5%
COCCCNC(=O)c1ccccc1Sc1ccc(NC(C)=O)nc1
    2.1%	i	18.5%	-10.6%	5.8%	-7.7%	-0.3%[9.22 µM]	3.2%	-17.8%
Clc1ccc(-c2nc(N3CCCCC3)nc3ccccc23)cc1
    9.8%	.	5.4%	8.9%	-2.3%	-9.2%	0.6%	-24.5%	7.94µM*
Cc1cc(/C=C2/NC(=O)N(Cc3ccccc3F)C2=O)c(C)n1-c1ccccn1
    -10.3%	i	2.9%	15.2%	13.5%	9.9%	8.3%	0.5%	?
CCOC(=O)C(=O)N(C)c1c(CC)nc2c(OCc3cccc(Cl)c3)cccn12
    .	i	-0.2%	.	0.4%	-11.9%	-0.6%[9.22 µM]	-5.5%	.
CCOC(=O)c1ccc(S(=O)(=O)N(CCO)Cc2cc3cc(OC)c(OC)cc3[nH]c2=O)cc1
    0.7%	i	5.1%	1.8%	-22.5%	17.3%	-0.7%	-24.8%	-8.0%
Cc1c(C=NNC(=O)c2ccc(Br)cc2)c2ccccn2c1C(=O)c1ccncc1
    -8.8%	?	9.9%	-17.9%	11.0%	.	0.4%	-7.5%	-2.7%
CC(NC(=O)CCNS(=O)(=O)c1ccc2c(c1)oc(=O)n2C)c1ccccc1 (configuration not stated)
    0.5%	?	1.4%	16.6%	4.0%	8.4%	0.2%	0.2%	-0.9%
Cn1c(Sc2ccc(Br)cc2)c(C=O)c2ccccc21
    0.1%	i	-4.2%	-16.0%	-22.1%	0.1%	9.2%	-4.1%	?
O=C(Oc1ccccc1C(=O)N1CCOCC1)c1ccc(Br)cc1
    -6.1%	?	0.0%	15.5%	-5.4%	-11.3%	-0.2%	-3.0%	1.0%
COc1ccc(OC)c2[nH]c(=O)c(CCNC(=O)c3ccc(S(=O)(=O)N(C)C)cc3)cc12
    -1.6%	i	-1.8%	5.6%	?	14.1%	-0.5%	-1.6%	-0.3%
Cc1nc2ccccc2c(=O)n1/N=C/c1ccccc1F
    1.6%	?	2.2%	27.5%	0.0%	19.6%	?	6.1%	1.1%
c1ccc(-n2c(Cc3cn4ccsc4n3)nnc2N2CCOCC2)cc1
    ?	i	6.7%	1.5%	-14.5%	-4.5%	0.1%	0.9%	-3.0%
O=S(=O)(NCCc1c[nH]c2ccccc12)c1ccc(F)cc1
    0.0%	i	-11.6%	6.0%	-11.3%	0.8%	-0.4%	-7.5%	1.4%
CCCCN1C(=O)C(=O)N(CC(=O)Nc2sc(C)c(CC)c2C(=O)OCC)C1=O
    -11.0%	i	13.3%	-11.7%	?	-16.9%	6.0%	-23.9%	-0.1%
O=C(Nc1cc(N2CCOCC2)ncn1)NC1(C(F)(F)F)Oc2ccccc2O1
    -15.5%	i	15.4%	12.9%	0.0%	7.1%	?	-24.7%	13.0%
CCc1ccc(C(O)c2ncc(-c3ccc4ccccc4c3)[nH]2)cc1 (configuration not stated)
    .	i	-20.8%	.	-14.7%	8.0%	6.9%	-49.9%	.
CCSc1nnc(NC(=O)CSc2nc3c(c(=O)n2-c2ccccc2)SCC3)s1
    -11.8%	i	-0.7%	.	-9.4%	1.3%	0.3%	-10.1%	0.2%
Cc1ccc(N2CCN(C(=O)CNS(=O)(=O)c3ccc(Br)s3)CC2C)cc1 (configuration not stated)
    -6.4%	?	-3.5%	?	?	-20.1%	-0.2%	-37.1%	?
CC1(C)Cc2ccccc2-c2nnc(-c3ccccc3)n21
    -1.4%	.	-2.7%	5.2%	0.0%	.	-0.6%	-19.3%	6.1%
